HGIII-sPLA2 inh = Blocks human group III sPLA2 activity; Q9NZ20; hit rate 0.56% among 370,000; QFRET BODIPY PC-A2 liposome hydrolysis, fluorescence; inhibition, % at 12.2 µM;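 active = inhibition above mean plus 3 SD of compounds lying within the high and low control bounds, cut at about 19% in these data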;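 note: 0% = median of test compound wells and 100% = no enzyme DMSO wells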
hcDAF12 agonist = activates DAF-12 receptor from parasite H. contortus | HEK293 hcDAF-12 lit1-tk-luc reporter, luminescence; 0% DMSO, 100% Δ7-dafachronic acid | activation, % at 6.8 µM | hit rate 1.4% among 370,000 | AID 652067;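 active = activation above the mean of all tested compounds plus 3 SD, cut at about 5.5% in these data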;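 note: 100% = response to 3 µM Δ7-dafachronic acid high control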
hgDAF12 agonist = activates the H. glycines DAF-12 receptor ligand-binding domain. activation, % at 6.8 µM. hit rate 1.8% among 370,000. AID 687014. HEK293 GAL4-hgDAF12 UAS-luciferase reporter, agonist luminescence; normalized to butyrate control;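 active = activation above a cutoff set at the mean of all screened compounds plus 3 SD, cut at about 10% in these data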;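 note: 0% = DMSO wells and 100% = sodium butyrate wells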
DAX1 inh-1 = inhibitors of human orphan nuclear receptor DAX1 (NR0B1); P51843; HEK293 Gal4-DAX1 luciferase reporter, luminescence; inhibition, % at 6.75 µM; hit rate 0.99% among 340,000; AID 504766;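 active = inhibition above the mean over all tested compounds plus 3 SD, cut at about 4.2% in these data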;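 note: 0% = DAX1-transfected cells with DMSO and 100% = empty-vector control cells with DMSO; inhibition shows as a rise in luminescence from relieved DAX1 repression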
NPR2 activator = GC-B (human) receptor activation; hit rate 0.11% among 370,000; activation, % at 10 µM; P20594; HEK293-GC-B cells, CNP EC30, cGMP TR-FRET; 0% at EC30 CNP, 100% saturating CNP;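 active = activation at 10 µM reaching about 35% in either raw or pattern-adjusted values, limit read from the data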
Target sequence (P20594 whole entry, looked up): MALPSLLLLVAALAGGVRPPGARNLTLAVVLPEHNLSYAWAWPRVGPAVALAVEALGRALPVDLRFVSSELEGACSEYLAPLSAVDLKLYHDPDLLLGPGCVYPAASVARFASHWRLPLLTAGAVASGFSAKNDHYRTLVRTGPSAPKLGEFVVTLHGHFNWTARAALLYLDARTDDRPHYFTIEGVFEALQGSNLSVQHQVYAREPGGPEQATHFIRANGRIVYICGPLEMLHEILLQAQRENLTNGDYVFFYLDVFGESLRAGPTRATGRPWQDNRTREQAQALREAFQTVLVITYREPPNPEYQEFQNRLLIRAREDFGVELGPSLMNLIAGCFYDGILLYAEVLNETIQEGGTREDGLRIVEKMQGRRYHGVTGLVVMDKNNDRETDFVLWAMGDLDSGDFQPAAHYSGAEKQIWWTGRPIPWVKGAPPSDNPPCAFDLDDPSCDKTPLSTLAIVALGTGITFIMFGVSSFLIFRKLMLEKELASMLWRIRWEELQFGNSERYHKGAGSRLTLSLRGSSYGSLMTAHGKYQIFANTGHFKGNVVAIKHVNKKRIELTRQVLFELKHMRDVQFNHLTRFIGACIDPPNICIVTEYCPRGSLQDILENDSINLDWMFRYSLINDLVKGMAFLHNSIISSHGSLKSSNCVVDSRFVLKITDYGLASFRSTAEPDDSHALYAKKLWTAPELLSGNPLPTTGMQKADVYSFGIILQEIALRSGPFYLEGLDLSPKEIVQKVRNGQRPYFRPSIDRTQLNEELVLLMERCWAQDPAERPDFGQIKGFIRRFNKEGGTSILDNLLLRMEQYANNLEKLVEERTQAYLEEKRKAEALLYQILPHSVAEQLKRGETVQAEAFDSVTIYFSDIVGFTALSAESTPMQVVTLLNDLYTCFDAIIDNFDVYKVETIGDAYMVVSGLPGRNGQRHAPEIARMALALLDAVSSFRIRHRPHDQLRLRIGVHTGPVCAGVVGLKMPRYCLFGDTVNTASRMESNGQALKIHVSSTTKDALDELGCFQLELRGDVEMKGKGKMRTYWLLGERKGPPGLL
GAA850 FXN act = activators of GAA850 frataxin (FXN) promoter. HEK293 lucGAA850 FXN promoter luciferase reporter, 24 h; percent of 10 µM SAHA response. activation, % at 6 µM. hit rate 0.56% among 360,000;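 active = activation above the average of all compounds screened plus 3 SD, cutoff fixed separately per campaign, cut at about 7.5% in these data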;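 note: 0% = DMSO wells and 100% = 10 µM SAHA wells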
SMARCA2 act = activators of SMARCA2 function; MG213 cells, MMTV-luciferase reporter, dexamethasone, overnight; activation, % at 9.1 µM; hit rate 1% among 370,000; in the data active = activation above about 7.8%;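 note: 0% = vehicle wells and 100% = reference activator wells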
NPR1 activator = GC-A (human) enzyme activation; P16066; HEK293 GC-A cells, cGMP TR-FRET, EC30 ANP; 0% at EC30 ANP, 100% saturating ANP; activation, % at 10 µM; hit rate 0.14% among 370,000; AID 1671463; in the data active = activation above about 40%
ADAM10 inh = inhibitors of human ADAM10; O14672; recombinant ADAM10, EDANS/DABCYL FRET peptide cleavage, 3 h; inhibition, % at 7 µM; hit rate 0.62% among 370,000; AID 720582;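 active = inhibition above a per-campaign cutoff equal to the mean of compounds falling between control-based bounds plus 3 SD, cut at about 20% in these data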;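 note: 0% = DMSO wells while the 100% control is not disclosed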
ssDAF12 agonist = activates DAF-12 receptor from parasite S. stercoralis. HEK293 ssDAF-12/GRIP1 lit1-tk-luc reporter, luminescence; % of 3 µM dafachronic acid response. activation, % at 6.8 µM. hit rate 1% among 370,000. AID 652126;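 active = activation above the mean over all tested compounds plus 3 SD, cut at about 0.9% in these data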;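 note: 0% = DMSO-only wells and 100% = 3 µM delta7-dafachronic acid wells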
DAX1 inh-2 = blocks DAX1 repression of SF-1 activated StAR promoter. HEK293T StAR-luciferase reporter, SF-1/DAX-1 repression relief. hit rate 1.1% among 370,000. AID 652010. inhibition, % at 6.8 µM;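 active = inhibition above the mean over all tested compounds plus 3 SD, cut at about 3.6% in these data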;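 note: 0% = DAX-1 cells with DMSO and 100% = cells lacking DAX-1 with DMSO; higher inhibition means more luminescence from relief of DAX-1 repression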
An asterisk follows results filed as active; . = no result given.

SMILES	HGIII-sPLA2 inh	hcDAF12 agonist	hgDAF12 agonist	DAX1 inh-1	NPR2 activator	GAA850 FXN act	SMARCA2 act	NPR1 activator	ADAM10 inh	ssDAF12 agonist	DAX1 inh-2
CC(=O)c1ccc(NS(=O)(=O)c2ccc(C(C)(C)C)cc2)cc1	-20	-2.5	-4.2	-0.1	-1	2.5	-3	-1	-3	-1.8	-0.4
C=CCNC(=S)NCCO	-6	1.4	-1.2	0.6	1	-1.0	-1	3	-3	-1.4	0.8
C/C(=N\N1CCN(Cc2ccccc2Cl)CC1)c1ccc(F)cc1	-2	0.1	0.1	-0.9	-4	0.6	-1	-3	-1	-0.6	0.0
CCCC(=O)Nc1cccc(Oc2nc(C)cc(C)c2C#N)c1	-4	-1.9	-1.9	-0.9	-12	1.1	-1	2	-10	-1.3	-0.8
O=C(NCc1ccccc1)c1cc(C2COCCN2C(=O)c2ccccc2)on1 (centres undefined)	-2	-0.2	0.0	.	6	0.0	-1	5	-3	-1.5	-0.9
O=C(Nc1ccccc1)c1c2c(nc3ccccc13)CCCC2	11	-0.4	-1.1	-0.3	2	-1.0	-4	4	-4	-1.9	1.0
COc1ccc2c([N+](=O)[O-])c(Cl)[nH]c2c1	-5	0.5	2.3	-1.0	7	1.2	3	-3	-38	-1.7	0.3
COc1ccc(-n2c(=O)c3ccccc3c3ccccc3c2=O)cc1	-5	2.4	-3.1	-0.1	-7	1.9	-2	-25	1	-0.6	0.5
CCOC(=O)[C@H]1[C@H]2COc3ccc(Cl)cc3[C@@H]2N2C(=O)CN(C)C(=O)[C@@]12C	3	-1.0	-1.9	2.3	-2	-0.8	-1	-2	-5	-1.4	0.3
CCCN(CCC)C(=O)C1c2ccccc2Oc2ccccc21	1	-2.5	-0.5	-0.7	-4	-2.0	-1	-4	11	-1.4	-0.8
Cn1cc(CCOCc2ccc(Br)cc2)c2ccccc21	-10	-0.6	3.8	.	-2	.	-1	-4	-14	-0.4	-0.1
O=C(NCc1ccccc1)C(c1ccncc1)N(C(=O)c1csnn1)C1CC1 (centres undefined)	3	1.1	1.0	0.0	6	-1.3	-4	6	-3	-1.6	-0.3
Cc1ccc(C(=O)Cn2nnc3c(sc4nc5c(c(-c6ccccc6)c43)CCC5)c2=O)cc1	-4	-0.8	-1.3	1.4	-7	-0.6	0	0	-1	-1.5	0.2
O=C(NCc1cccs1)c1ccncc1	3	-0.6	-2.6	2.5	-2	-0.5	6	-1	1	-0.7	-0.1
COc1cccc(-c2cc(C(F)(F)F)n3ncc(C(=O)NCC4CCCO4)c3n2)c1 (centres undefined)	-1	-2.3	2.0	2.2	46*	0.0	-1	35	-21	-1.5	-0.1
O=C(CCNC(=O)c1ccccc1Cl)N/N=C\c1ccc(O)cc1	0	-0.1	0.2	2.7	5	0.3	0	3	-5	-0.8	0.9
CCCNC(=O)C(Cc1ccccc1)NS(=O)(=O)c1cccc2nsnc12 (centres undefined)	3	-0.2	2.5	0.5	-4	-1.9	-1	-2	0	-1.0	-0.4
O=C(N[C@@H](Cc1cccnc1)C(=O)N1CCC[C@H]1C(=O)NCCc1ccccc1Cl)c1ccccc1	-1	-1.3	-1.1	.	-3	.	-2	0	-6	-1.3	0.0
O=C(CCNS(=O)(=O)c1ccc(Br)cc1)NCc1cccs1	-7	0.9	-2.4	3.1	0	0.6	-4	-2	-7	-1.3	-0.2
O=C1c2cccnc2C(Nc2ccc(S(=O)(=O)N3CCCCC3)cc2)N1Cc1ccccc1 (centres undefined)	-3	-2.1	4.7	0.6	3	-0.5	5	2	-3	-1.9	-0.8
O=C(O)c1ccc(COc2c(F)c(F)cc(F)c2F)cc1	-3	3.3	1.0	0.0	6	0.6	0	10	4	-0.8	0.2
CC(C)COc1ccc(CNC(=S)Nc2ccccc2)cc1Cl	-13	-2.2	-2.9	-1.4	6	0.6	-2	-1	21*	-1.3	-0.9
CCNC(=O)CC1C(=O)N(c2ccccc2)C(=O)N1Cc1ccc(OC)cc1 (centres undefined)	-1	1.4	-0.5	-0.2	7	3.8	2	5	2	-1.0	0.8
Cn1c(N)c(C(=O)CSc2nnc(-c3ccccc3F)n2N)c(=O)n(C)c1=O	1	0.4	-1.3	2.2	0	-2.1	3	4	5	-1.4	0.2
C=CCNc1nc2c(c(=O)n(C)c(=O)n2C)n1Cc1ccc(F)cc1	2	-3.9	-4.8	-1.8	24	11*	-7	21	5	-1.8	-3.6
O=C(CNC(=S)N(CCCN1CCOCC1)Cc1cccs1)NCCN1CCOCC1	9	-1.4	0.3	-1.2	2	1.2	-1	0	-10	-1.6	0.2
CCCn1c(NC(=O)C23CC4CC(CC(O)(C4)C2)C3)nc2ccccc21	7	0.7	0.1	-0.7	0	0.6	-2	2	-9	-0.4	0.8
COC(=O)Cn1c(=NC(=O)c2nc3ccccc3s2)sc2cc(S(N)(=O)=O)ccc21	-4	1.4	0.6	1.4	-9	1.7	3	-5	-13	0.2	0.3
O=C(NC1CCCCCCC1)c1cc([N+](=O)[O-])ccc1Cl	-3	-0.2	1.7	0.2	-2	-0.9	-4	1	6	-1.1	-0.8
CC(=O)c1cc(F)c(N2CCN(C(=O)C(C)(C)C)CC2)cc1C	4	-0.4	-1.5	0.2	-2	0.9	-1	0	3	-1.5	-0.2
Cc1nc(NC(=O)c2ccccc2)sc1-c1csc(NCc2ccccc2)n1	-5	-2.0	3.9	0.0	-4	-0.4	1	-3	3	-1.6	-1.3
Cc1ccc(C(=O)OCC(=O)Nc2ccc3[nH]c(=O)[nH]c3c2)cc1S(=O)(=O)N1CCOCC1	-2	-0.3	2.0	-0.7	1	0.9	0	5	-11	-1.0	-0.6
Cc1ccc(S(=O)(=O)Cc2cc(-c3ccc(Cl)cc3)no2)cc1	-16	-0.1	0.7	1.9	-6	2.2	-5	5	17	-1.9	0.3
COc1ccccc1NC(=O)N(C)C[C@@H]1OCc2cn(nn2)CCCC(=O)N([C@@H](C)CO)C[C@H]1C	6	2.1	-1.1	-0.2	-7	-0.8	4	1	3	0.9*	1.3
NC(N)=Nc1nc2ccccc2o1	18	-1.3	-1.4	3.0	-5	4.6	-1	5	-4	-1.2	-0.1
O=C(/C=C/c1ccccc1)NC(=S)Nc1cccnc1	-3	-0.6	-1.4	-0.5	1	3.9	-1	2	-2	-1.5	-0.2

One compound at a time (already shown). Values in the order: HGIII-sPLA2 inh, hcDAF12 agonist, hgDAF12 agonist, DAX1 inh-1, NPR2 activator, GAA850 FXN act, SMARCA2 act, NPR1 activator, ADAM10 inh, ssDAF12 agonist, DAX1 inh-2
CC(=O)c1cc(F)c(N2CCN(C(=O)C(C)(C)C)CC2)cc1C in the list: 4, -0.4, -1.5, 0.2, -2, 0.9, -1, 0, 3, -1.5, -0.2
COc1ccccc1NC(=O)N(C)C[C@@H]1OCc2cn(nn2)CCCC(=O)N([C@@H](C)CO)C[C@H]1C in the list: 6, 2.1, -1.1, -0.2, -7, -0.8, 4, 1, 3, 0.9*, 1.3
Cc1ccc(S(=O)(=O)Cc2cc(-c3ccc(Cl)cc3)no2)cc1 in the list: -16, -0.1, 0.7, 1.9, -6, 2.2, -5, 5, 17, -1.9, 0.3

(listing goes on)
SMILES	HGIII-sPLA2 inh	hcDAF12 agonist	hgDAF12 agonist	DAX1 inh-1	NPR2 activator	GAA850 FXN act	SMARCA2 act	NPR1 activator	ADAM10 inh	ssDAF12 agonist	DAX1 inh-2
Nn1c(COc2ccccc2F)nnc1SCC(=O)NCC1CCCO1 (centres undefined)	-3	-0.1	2.5	0.7	4	1.4	-1	5	-1	-1.2	0.7
CCC(C)C(NC(=O)OC(C)(C)C)C(=O)NCc1ccco1 (centres undefined)	6	-0.4	0.8	0.9	1	-0.7	-2	-2	-9	-0.8	-0.3
O=C1CC(N2CCN(c3ccccc3Cl)CC2)C(=O)N1c1cccc(F)c1 (centres undefined)	0	-0.3	0.2	0.5	-3	1.1	-2	-1	6	-1.2	-0.4
CCOC(=O)CSc1ccc(C(=O)NCCCN2CCOCC2)cc1[N+](=O)[O-]	10	-0.4	-1.1	-0.7	-4	2.4	-3	-2	3	-1.1	-0.4
C=CCn1cccc(C(=O)Nc2ccc(OCC)cc2)c1=O	2	-1.1	4.1	-1.6	0	5.5	1	3	3	-1.1	-1.0
CCN(CC)CCN(C(=O)c1cccc(N2C(=O)CCC2=O)c1)c1nc2cc3c(cc2s1)OCO3	7	0.2	3.7	0.3	-2	0.3	0	-4	14	-0.4	0.3
Cc1ccc([N+](=O)[O-])cc1NC(=O)Nc1onc(C)c1C	6	1.0	-0.2	-1.2	-6	-0.4	-1	1	5	-0.7	-0.2
O=C(/C=C/c1ccccc1)NC(=S)NNC(=O)c1ccco1	18	0.7	3.1	-1.2	-1	-3.0	1	7	7	0.1	0.2
O=C(C1=C(O)C(=O)N(CCCn2ccnc2)C1c1cccc(Br)c1)c1ccco1 (centres undefined)	-10	2.0	4.4	1.3	3	1.0	5	2	-1	-0.6	1.4
Cc1ccc(Cn2c(C3CCCN3c3nc(-c4ccc(F)cc4)cs3)nc3cc(C(F)(F)F)ccc32)cc1 (centres undefined)	-8	1.6	0.7	0.7	2	0.4	2	-2	7	-0.8	0.5
O=C(OC(C(=O)NCC1CCCO1)c1ccc(F)cc1)c1cccs1 (centres undefined)	-1	-2.2	-1.4	-0.3	0	-2.2	-2	-3	0	-1.8	0.4
Cc1ccc(CN2CCN(CC(=O)N/N=C/c3ccc(C)o3)CC2)cc1	2	-1.4	-2.9	-0.2	4	2.0	-3	-2	6	-2.0	0.2
O=C(O)c1ccc(N/N=C/c2ccc3ncccc3c2)cc1	13	2.9	7.5	-2.7	-11	-3.2	1	-3	0	0.2	0.6
CC(C)(C)c1ccc(CC(=O)N2CCC2(C)C(=O)Nc2ccc3[nH]ncc3c2)cc1 (centres undefined)	-24	-1.5	-0.9	.	-1	1.9	-1	-5	-5	-1.2	-0.9
Cc1cccc(NC2(C(=O)O)CCCC2)c1	5	1.9	1.7	-1.2	4	-1.2	-3	4	-8	-0.4	-0.2
CCC(=O)N1CCC1(C)C(=O)Nc1ccc(OC)c(OC)c1 (centres undefined)	15	1.7	1.8	.	5	1.1	-3	1	-22	-1.2	-0.8
O=C(Nc1ccc(N2CCOCC2)cc1)c1cccnc1	-2	-1.8	1.8	0.0	-1	-0.9	-1	-3	2	-1.0	1.2
O=C(N/N=C/c1ccccc1F)c1cccc(NC(=O)c2ccccc2Cl)c1	-3	0.4	3.3	-1.3	4	2.6	4	0	6	-1.0	-0.2
COc1ccc(S(=O)(=O)N2CCC(C(=O)c3ccc4c(c3)OCCO4)CC2)cc1	-7	-2.0	-1.9	-1.4	-1	-2.4	-3	-16	7	-1.7	-0.2
O=C(NCc1cccnc1)Nc1ccc(F)cc1F	-4	-0.4	2.2	0.0	5	0.1	0	-2	6	-0.3	-0.2
CC(C)c1ccc(OCc2ccc(C(=O)N3CCCC3)o2)cc1	-3	-1.1	1.4	-0.2	0	6.6	2	2	2	-0.6	0.1
COc1ccccc1C(CNC(=O)CCNS(=O)(=O)c1ccc(Br)cc1)N1CCCC1 (centres undefined)	-5	0.4	-0.8	-0.4	1	0.1	-2	-2	0	-0.9	0.7
